# High-throughput results from PubChem BioAssay.
# SENP8 block: blocks the human protease SENP8 | hit rate 1.2% among 330,000 | inhibition, % at 10 µM | purified SENP8, Z-RLRGG-aminoluciferin cleavage, luminescence
# Target sequence (Q96LD8 whole entry, looked up): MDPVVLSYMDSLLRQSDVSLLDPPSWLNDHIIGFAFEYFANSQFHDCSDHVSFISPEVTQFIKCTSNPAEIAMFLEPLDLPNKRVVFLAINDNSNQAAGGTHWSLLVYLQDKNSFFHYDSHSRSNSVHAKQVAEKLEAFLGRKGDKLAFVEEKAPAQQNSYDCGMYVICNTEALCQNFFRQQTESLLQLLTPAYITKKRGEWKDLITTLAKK
# Jurkat NFkB inh: lowers PMA/ionomycin-induced NF-kB signal in Jurkat cells. hit rate 0.53% among 330,000. PMA/ionomycin-induced NF-kB luciferase reporter, luminescence. inhibition, % at 4 µM
# 697 NFkB inh: lowers PMA/ionomycin-induced NF-kB signal in 697 B cells; inhibition, % at 4 µM; 697 B-cell NF-kB luciferase reporter, 16 h; AID 435022; hit rate 0.33% among 330,000; in the data active means inhibition above about 35%
# SENP7 block: inhibitors of human SENP7 protease; hit rate 1.5% among 330,000; recombinant SENP7, Z-RLRGG-aminoluciferin luminescence, 40 min; inhibition, % at 5 µM; Q9BQF6;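 active means inhibition above about 50% at the single test dose, limit read from the data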;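 further: plate controls were DMSO with enzyme for no effect and no enzyme buffer wells for full effect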
# Target sequence (Q9BQF6 706-1050 limits assumed): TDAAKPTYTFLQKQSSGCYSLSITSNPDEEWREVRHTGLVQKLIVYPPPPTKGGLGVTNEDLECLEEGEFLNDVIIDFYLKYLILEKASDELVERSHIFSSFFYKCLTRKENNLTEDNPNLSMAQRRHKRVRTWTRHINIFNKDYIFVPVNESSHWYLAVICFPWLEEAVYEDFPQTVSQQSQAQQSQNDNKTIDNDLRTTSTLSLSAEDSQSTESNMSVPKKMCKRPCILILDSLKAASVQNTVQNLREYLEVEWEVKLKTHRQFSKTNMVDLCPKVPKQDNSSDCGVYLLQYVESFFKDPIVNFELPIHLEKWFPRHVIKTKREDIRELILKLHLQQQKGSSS
# Gli-Sufu antag: blocks Gli-Sufu signaling in a luciferase reporter; Sufu-KO-LIGHT fibroblasts, Gli luciferase reporter luminescence; inhibition, % at 5 µM; hit rate 0.74% among 340,000;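 active means inhibition above about 55%, limit read from the data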;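 further: 0% = DMSO-treated cells and 100% = wells with medium but no cells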
# HKDC1 inh: blocks human hexokinase HKDC1 activity; Q2TB90; recombinant HKDC1, G6PDH/diaphorase resazurin coupled fluorescence; inhibition, % at 20 µM; hit rate 0.16% among 340,000; AID 493160;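 active means inhibition above about 35% when tested at 20 µM, limit read from the data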;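 further: plate controls were DMSO wells with enzyme for no effect and DMSO wells lacking enzyme for full effect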
#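 Assay system: recombinant HKDC1 hexokinase; detection: coupled resazurin fluorescence, excitation 525 nm, emission 613 nm; benchmarks: DMSO-plus-enzyme-mix negative control, buffer-substituted positive control; compound dosing: single 20 µM dose; schedule: 90 min at room temperature in dark; also added: glucose plus 1 mM ATP as hexokinase substrates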
# UBC13 inh: human UBC13 polyubiquitination inhibition; hit rate 0.47% among 330,000; AID 485273; UBC13 polyubiquitin chain formation, TR-FRET; inhibition, % at 20 µM; P61088; in the data active means inhibition above about 45%, passing the limit was not always enough
# Target sequence (P61088 whole entry, looked up): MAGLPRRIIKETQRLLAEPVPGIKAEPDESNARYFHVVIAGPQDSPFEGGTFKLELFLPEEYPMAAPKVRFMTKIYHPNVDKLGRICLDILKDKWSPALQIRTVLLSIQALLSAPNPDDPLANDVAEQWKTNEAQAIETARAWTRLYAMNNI
# Apaf1 inhib: inhibitors of human Apaf-1 apoptosome. O14727. reconstituted apoptosome caspase-3 activity, DEVD-Rh110 fluorescence. inhibition, % at 20 µM. hit rate 0.71% among 330,000. AID 489030; active means inhibition of at least 40% at 20 µM;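 further: plate controls were DMSO wells for no effect and DEVD-CHO caspase inhibitor wells for full effect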
#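 Material: reconstituted apoptosome with Apaf-1, cytochrome c, caspase-9, procaspase-3, dATP / Buffer or medium: pH 7.5 Hepes buffer with CHAPS, BSA, DTT / Also added: cytochrome c with DEVD-Rh110 / Schedule: compound with Apaf-1, dATP, procaspase-3 30 min, then 50 min reaction, room temperature / Technique: rhodamine 110 fluorescence at Ex 480/Em 540 nm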
# * marks the source's active call; other numbers are inactive results; i = inactive; / = no result given. Unless noted, no stated cut-off is given here; in the data, active means inhibition above about 50%; inactive means the rest.
[1] Cc1ccccc1C(=O)NC1CCN(Cc2nnnn2CCc2ccccc2)CC1
[2] CC(=O)N1c2ccc(N=Cc3cc(Br)cc(Br)c3O)cc2CC1C (centres undefined)
[3] Cc1nc(C(C)N(C)Cc2nc(-c3ccc4c(c3)OCO4)no2)c(C)s1 (centres undefined)
[4] N#Cc1cc2c(nc1SCc1cccc(Cl)c1)CCCCC2
[5] COc1cccc(C(CNC(=O)C(c2ccccc2)c2ccccc2)N(C)C)c1 (centres undefined)
[6] O=C(O)COCC(=O)Nc1ccc(Oc2ncnc3cc(Cl)ccc23)nc1
entry no.,1,2,3,4,5,6
SENP8 block,-3,2,-4,11,-3,1
Jurkat NFkB inh,-7,8,-29,11,13,7
697 NFkB inh,-4,24,-26,0,-2,2
SENP7 block,0,13,7,5,6,-2
Gli-Sufu antag,-5,/,-3,6,14,4
HKDC1 inh,2,/,-4,7,-4,-7
UBC13 inh,10,-5,5,-1,-2,7
Apaf1 inhib,0,9,2,9,4,-21

[7] O=C(NCc1cccnc1)c1cn(-c2ccccc2)nc1-c1ccccc1
[8] C=CCC1(NCc2ccco2)CCN(CC)CC1
[9] Cc1ccc(N2CC(C(=O)Nc3cccnc3)CC2=O)cc1 (centres undefined)
[10] CCCCN1CCNC[C@@H]1Cc1ccccc1
[11] COc1ccc(-c2cc(C)no2)cc1S(=O)(=O)Nc1ccccc1
[12] COc1ccc(C(=O)Nc2ccc(S(=O)(=O)N3CCOCC3)cc2)cc1
entry no.,7,8,9,10,11,12
SENP8 block,1,2,-3,-11,-5,-1
Jurkat NFkB inh,-5,-3,1,2,31,-14
697 NFkB inh,16,7,11,1,-14,-2
SENP7 block,3,-6,7,-5,-2,-1
Gli-Sufu antag,-12,1,2,4,18,-2
HKDC1 inh,-1,0,-7,5,-4,-4
UBC13 inh,9,-3,5,0,0,-2
Apaf1 inhib,-8,-10,-2,13,11,-16

[13] CC(=O)Nc1ccc(OCC(O)CN2CCN(c3cccc(Cl)c3)CC2)cc1 (centres undefined)
[14] O=C(c1ccc(CNS(=O)(=O)c2cccc(Cl)c2)cc1)N1CCCCC1
[15] CC(C)OCP(=O)(c1ccccc1)c1ccccc1
[16] O=C(Nc1ccc(N2CCCCC2)c(Cl)c1)c1cccnc1
[17] Cc1noc(-c2ccccc2OC(=O)c2ccccc2)n1
[18] COc1ccc(CC(=O)OCC(=O)NC2CCCC(C)C2C)cc1 (centres undefined)
entry no.,13,14,15,16,17,18
SENP8 block,2,-9,-6,-15,-10,7
Jurkat NFkB inh,0,8,12,-153,-1,-14
697 NFkB inh,-32,-16,20,i,4,-30
SENP7 block,13,-5,-4,9,10,-2
Gli-Sufu antag,3,23,-18,-45,-14,6
HKDC1 inh,-4,3,-6,-4,0,-8
UBC13 inh,-9,-8,3,2,0,-9
Apaf1 inhib,8,3,-13,3,0,0

[19] O=C(CNC(=O)c1cccc(F)c1)N/N=C/c1cccc([N+](=O)[O-])c1
[20] CCN(CC)CCNC(=O)Cn1c(C)cc2ccccc2c1=O
[21] Cc1nc2ccccc2n1CCC(=O)Nc1cccc(F)c1
[22] COc1cc(CNc2ccccc2)c([N+](=O)[O-])cc1OC
[23] CCOc1ccc(NC(=O)[C@@H](NC(=O)c2ccccc2Br)C(C)C)cc1
[24] COC(=O)C(O)(CC(=O)Nc1cc(Cl)ccc1Cl)C(F)(F)F (centres undefined)
entry no.,19,20,21,22,23,24
SENP8 block,-6,-3,0,-12,0,5
Jurkat NFkB inh,-2,-6,-8,-20,-1,22
697 NFkB inh,8,9,-1,-44,12,19
SENP7 block,10,0,17,0,-5,4
Gli-Sufu antag,1,0,7,12,1,24
HKDC1 inh,5,0,0,16,6,8
UBC13 inh,1,10,3,-28,0,6
Apaf1 inhib,-14,3,3,14,13,-4

[25] COc1ccc(Cl)cc1NC(=O)NCc1ccccn1
[26] Cc1nc2cc(NC(=O)Nc3ccccc3Cl)ccc2n1C
[27] O=C1c2ccccc2C(=O)C1c1ccc(O)cc1
[28] CC1=CC(C)C(C(=O)O)C(C(=O)O)C1 (centres undefined)
[29] COc1ccc(N/C=C(\C#N)c2nc3ccccc3n2C)c(OC)c1
[30] COc1ccc(-c2nc(CSCC(=O)NCCCN3CCCC3=O)c(C)o2)cc1OC
entry no.,25,26,27,28,29,30
SENP8 block,2,93*,-1,-3,7,2
Jurkat NFkB inh,-4,-144,-27,12,-22,7
697 NFkB inh,14,-146,-79,1,19,10
SENP7 block,-5,97*,-7,5,2,5
Gli-Sufu antag,-7,-78,-46,5,2,-16
HKDC1 inh,-4,-5,-3,-3,-11,-4
UBC13 inh,-3,4,6,2,2,-4
Apaf1 inhib,11,-3,-13,-23,15,-5

[31] CC(=O)N1CCN(c2nc(N)c(C#N)c(CC#N)c2C#N)CC1
[32] CC(C)(C)NC(=O)COC(=O)CCC(=O)c1ccc(F)cc1
[33] COc1ccc(Nc2ncccc2C(=O)Nc2ccccc2)cc1
[34] O=C(CN1c2ccccc2Sc2ccccc21)N/N=C/c1ccc([N+](=O)[O-])cc1
[35] C=CCn1c(C)cc(C2=NNC(=Nc3ccc(C)cc3)SC2)c1C
[36] COC(=O)c1c(-c2cccnc2)csc1NC(=O)c1ccc2c(c1)OCO2
entry no.,31,32,33,34,35,36
SENP8 block,1,3,-3,-2,-1,73*
Jurkat NFkB inh,-5,0,7,16,10,-130
697 NFkB inh,23,17,3,8,4,-175
SENP7 block,-2,3,4,1,11,95*
Gli-Sufu antag,-20,-2,0,-5,20,-91
HKDC1 inh,-1,-2,-3,3,-8,0
UBC13 inh,-1,4,-3,-3,-13,1
Apaf1 inhib,-21,-8,6,-7,0,5

[37] NS(=O)(=O)c1ccc(NC(=O)COc2ncnc3sccc23)cc1
[38] COC(=O)c1ccc(/C=N/NC(=O)C(=O)NCc2ccccc2)cc1
[39] CC(Cc1ccccc1)C(=O)NCc1nc2ccccc2s1 (centres undefined)
[40] COc1ccc(/C=N/n2c(C)nnc2C)c(OC)c1
[41] CC(C)N(C)C1CCN(S(=O)(=O)c2ccc(-c3ccc(=O)[nH]n3)s2)CC1
[42] CCSC1=NC(=O)/C(=C2/C=Cc3ccccc3N2CC)S1
entry no.,37,38,39,40,41,42
SENP8 block,-6,17,-10,4,5,-1
Jurkat NFkB inh,-15,-6,-2,-2,-7,-24
697 NFkB inh,20,8,-2,19,-2,7
SENP7 block,-2,0,2,8,4,5
Gli-Sufu antag,-9,-3,2,-2,-8,-1
HKDC1 inh,0,3,-5,-2,-1,3
UBC13 inh,0,7,0,4,-10,-361
Apaf1 inhib,-40,-19,-3,-5,6,23

[43] CCc1ccc(/C=C2/SC(=S)N(CCCC(=O)Nc3ccccc3C(=O)O)C2=O)cc1
[44] COC(=O)c1cn(-c2ccccc2)nc1-c1ccccc1
[45] Cc1c(/C=C/C(=O)c2ccc(O)cc2)cnn1C
[46] COCCn1cnc2c1c(=O)n(CC(=O)NCC(F)(F)F)c(=O)n2Cc1ccccc1
[47] Cn1/c(=N/NC(=O)c2ccccc2Br)sc2ccccc21
[48] O=C(O)CCCNC(=O)CCn1nnc2ccccc2c1=O
entry no.,43,44,45,46,47,48
SENP8 block,-2,-2,-12,-11,-3,0
Jurkat NFkB inh,3,-12,-7,10,-37,3
697 NFkB inh,8,16,-41,-15,-20,-3
SENP7 block,8,-8,-6,-5,-8,3
Gli-Sufu antag,14,-8,-10,10,-44,3
HKDC1 inh,2,-4,10,-3,-10,-5
UBC13 inh,-15,13,2,-1,0,-1
Apaf1 inhib,24,7,-4,3,2,-20

[49] O=C(COC(=O)c1ccc(S(=O)(=O)N2CCCC2)cc1)Nc1ccc(Cl)cc1
[50] Cc1ccc(S(=O)(=O)N2CCOCC2)cc1NC(=O)CN1CCN(c2ccc(O)cc2)CC1
[51] Cc1ccc(S(=O)(=O)N2CCCN(C(=O)OC(C)(C)C)CC2)cc1
[52] COCCn1cnc2c1c(=O)n(CC#N)c(=O)n2Cc1ccccc1
[53] Cc1ccc(C(=O)N2CCSCC2)cc1
[54] O=C(CC1CCCCC1)NCc1ccc(Cl)cc1
entry no.,49,50,51,52,53,54
SENP8 block,-14,-7,3,-10,2,-15
Jurkat NFkB inh,2,-7,4,-4,3,-38
697 NFkB inh,4,-23,4,-4,11,-56
SENP7 block,-9,5,2,-4,7,-12
Gli-Sufu antag,-6,19,-5,6,-2,10
HKDC1 inh,15,-11,-6,2,-12,-7
UBC13 inh,-10,4,-4,2,9,1
Apaf1 inhib,21,5,-6,9,-16,18

[55] NC(=O)c1cnn(-c2cc(Oc3ccccc3)ncn2)c1N
[56] CCCn1c(SCC(=O)Nc2cc(S(=O)(=O)N(C)C)ccc2OC)n[nH]c1=O
[57] CC1CC1C(=O)OCC(=O)NCc1ccc(Cl)cc1Cl (centres undefined)
[58] CCOC(=O)c1cn(-c2ccccc2CO)c2c(F)c(F)c(F)cc2c1=O
entry no.,55,56,57,58
SENP8 block,-4,-1,1,-6
Jurkat NFkB inh,-81,9,-14,8
697 NFkB inh,-90,3,2,20
SENP7 block,3,3,3,-3
Gli-Sufu antag,-86,-3,-17,8
HKDC1 inh,-4,-4,-5,-13
UBC13 inh,-3,15,6,-3
Apaf1 inhib,2,-25,-1,-2

# Molecules listed so far that have an aryl methoxy group (eleven):
[5] COc1cccc(C(CNC(=O)C(c2ccccc2)c2ccccc2)N(C)C)c1 (centres undefined)
[11] COc1ccc(-c2cc(C)no2)cc1S(=O)(=O)Nc1ccccc1
[12] COc1ccc(C(=O)Nc2ccc(S(=O)(=O)N3CCOCC3)cc2)cc1
[18] COc1ccc(CC(=O)OCC(=O)NC2CCCC(C)C2C)cc1 (centres undefined)
[22] COc1cc(CNc2ccccc2)c([N+](=O)[O-])cc1OC
[25] COc1ccc(Cl)cc1NC(=O)NCc1ccccn1
[29] COc1ccc(N/C=C(\C#N)c2nc3ccccc3n2C)c(OC)c1
[30] COc1ccc(-c2nc(CSCC(=O)NCCCN3CCCC3=O)c(C)o2)cc1OC
entry no.,5,11,12,18,22,25,29,30
SENP8 block,-3,-5,-1,7,-12,2,7,2
Jurkat NFkB inh,13,31,-14,-14,-20,-4,-22,7
697 NFkB inh,-2,-14,-2,-30,-44,14,19,10
SENP7 block,6,-2,-1,-2,0,-5,2,5
Gli-Sufu antag,14,18,-2,6,12,-7,2,-16
HKDC1 inh,-4,-4,-4,-8,16,-4,-11,-4
UBC13 inh,-2,0,-2,-9,-28,-3,2,-4
Apaf1 inhib,4,11,-16,0,14,11,15,-5

[33] COc1ccc(Nc2ncccc2C(=O)Nc2ccccc2)cc1
[40] COc1ccc(/C=N/n2c(C)nnc2C)c(OC)c1
[56] CCCn1c(SCC(=O)Nc2cc(S(=O)(=O)N(C)C)ccc2OC)n[nH]c1=O
entry no.,33,40,56
SENP8 block,-3,4,-1
Jurkat NFkB inh,7,-2,9
697 NFkB inh,3,19,3
SENP7 block,4,8,3
Gli-Sufu antag,0,-2,-3
HKDC1 inh,-3,-2,-4
UBC13 inh,-3,4,15
Apaf1 inhib,6,-5,-25

# Compounds as they come. About 3.6% of those tested had a hit in this group.
